# IMPase cell inh – qHTS Assay for Identifying the Cell-Membrane Permeable IMPase Inhibitors | Inositol monophosphatase 1 (Rattus norvegicus), P97697 | CHO-M1 cells, IP1 accumulation, HTRF TR-FRET ratio | inhibition (IP1 accumulation), % at 46.1 µM | 120,000 tested, under 10 active | AID 901, 2007; active = well fitted curve in the direction sought with a large enough effect in the signal ratio, not every such curve was filed as active; inconclusive = small, poorly fitted or top-dose-only effect, or a change in a side signal; inactive = no such curve, though single readings can be large or run the other way; the % refers to the signal ratio;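 note: cells stimulated with carbachol in lithium chloride buffer; plate controls were DMSO basal wells for no effect and reference inhibitor wells for full effect; higher means more IMPase inhibition seen as more IP1 and lower FRET ratio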
# Target sequence (P97697 whole entry, looked up): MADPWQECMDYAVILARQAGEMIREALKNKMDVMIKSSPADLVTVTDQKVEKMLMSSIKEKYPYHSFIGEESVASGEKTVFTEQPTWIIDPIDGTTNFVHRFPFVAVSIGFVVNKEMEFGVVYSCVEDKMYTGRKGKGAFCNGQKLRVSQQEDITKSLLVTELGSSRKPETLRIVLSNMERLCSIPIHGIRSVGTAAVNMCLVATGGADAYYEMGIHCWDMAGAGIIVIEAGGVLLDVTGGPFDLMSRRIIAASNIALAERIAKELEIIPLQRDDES
#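 Seeded CHO-M1 cells were dosed with compound at up to 46 uM, stimulated with carbachol for 30 min, then lysed in IP-One detection reagents. Higher IP1 lowers the TR-FRET signal.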
# 15-hLO-2 inh – qHTS Assay for Inhibitors of 15-hLO-2 (15-human lipoxygenase 2); Polyunsaturated fatty acid lipoxygenase ALOX15B (Homo sapiens), O15296; purified 15hLO-2, xylenol orange hydroperoxide absorbance; Potency, µM (doses to about 57.1 µM), for inactives: at the highest dose activity change, negative = inhibition, most hits filed as inhibitors; 110,000 compounds, 0.56% hits; note: potency is the fitted concentration of half-maximal effect; nearly all actives have a fitted effect of over 60% in size; many of its hits are not listed in these tables
#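 Enzyme 50 nM, AA 45 uM, 25 mM Hepes pH 7.5 + 0.01% Triton X-100; cpd preinc 15 min RT, rxn 90 min RT; stop/detect with 200 uM XO + 300 uM Fe(II) in 50 mM H2SO4, 30 min; A573/A405.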
# PNC assembly inh – High Content Assay for Compounds that inhibit the Assembly of the Perinucleolar Compartment. 140,000 compounds, 3.1% hits. activity change (PNC), negative = inhibition, % at 10 µM. PC3M PTB-GFP, PNC prevalence imaging, 16 h; active compounds read low;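 active = readout at or below -70, meaning at least 70% loss of cells showing the perinucleolar compartment, a nuclear body marking cancer cells; inconclusive = readout between -30 and a set limit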;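 note: plate controls were DMSO wells for no effect and camptothecin positive control wells for full effect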
#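 Read-out is percentage of cells bearing a perinucleolar compartment, from automated 20x imaging of fixed, Hoechst-stained PC3M PTB-GFP cells. Cells were seeded 4 h, then exposed 16 h to compound (23 nl of library stock) in duplicate plates.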
# 12-hLO inh – qHTS Assay for Inhibitors of 12-hLO (12-human lipoxygenase); AID 1452, 2008; purified 12-hLO, xylenol orange hydroperoxide absorbance; Polyunsaturated fatty acid lipoxygenase ALOX12 (Homo sapiens), P18054; Potency, µM (highest dose often 57.1 µM), for inactives: top-dose activity change, negative = inhibition, hits mostly inhibitors; 150,000 compounds, 0.12% hits; note: potency is the fitted concentration of half-maximal effect; nearly all actives have a fitted effect of over 55% in size; many of its hits are not listed in these tables
# Target sequence (P18054 whole entry, looked up): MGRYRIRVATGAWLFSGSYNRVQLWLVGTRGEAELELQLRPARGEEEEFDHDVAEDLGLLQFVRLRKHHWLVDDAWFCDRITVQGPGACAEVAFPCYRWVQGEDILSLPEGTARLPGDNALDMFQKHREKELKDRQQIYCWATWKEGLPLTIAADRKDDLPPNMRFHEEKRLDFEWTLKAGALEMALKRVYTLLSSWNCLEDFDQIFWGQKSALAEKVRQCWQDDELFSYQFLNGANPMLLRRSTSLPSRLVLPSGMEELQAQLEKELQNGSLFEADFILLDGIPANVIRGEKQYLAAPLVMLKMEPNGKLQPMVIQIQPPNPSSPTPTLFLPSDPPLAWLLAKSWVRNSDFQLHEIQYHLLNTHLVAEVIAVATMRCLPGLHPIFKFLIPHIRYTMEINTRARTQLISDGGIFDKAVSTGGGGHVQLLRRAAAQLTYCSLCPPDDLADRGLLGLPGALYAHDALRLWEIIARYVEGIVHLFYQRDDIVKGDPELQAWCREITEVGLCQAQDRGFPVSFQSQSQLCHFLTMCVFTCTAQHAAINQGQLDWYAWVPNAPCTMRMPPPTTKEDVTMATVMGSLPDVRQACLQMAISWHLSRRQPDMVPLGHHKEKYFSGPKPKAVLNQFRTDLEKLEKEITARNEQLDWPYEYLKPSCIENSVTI
#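 Lipoxygenase turnover measured by absorbance at 573 and 405 nm after Fe-XO development. Human 12hLO 150 nM, arachidonate 40 uM, pH 7.0 Hepes buffer with detergent; 15 min compound preincubation, 30 min reaction.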
# Active calls of the source: *; u = inconclusive; x = not tested or not shown; [ ] = dose if it differs, or a comment. Unless noted, calls come from the whole dose curve; as a rule, active = well fitted curve in the direction sought with a large enough effect; inconclusive = small, poorly fitted or top-dose-only effect, or another doubt; inactive = no such curve, though single readings can be large; an effect the other way counts as inactive or inconclusive. Unless noted, % is set by controls: 0 for no effect and ±100 for the full control effect. An excerpt; the hit share may differ from the screen's.
SMILES,IMPase cell inh,15-hLO-2 inh,PNC assembly inh,12-hLO inh
CCC(=O)CCC(=O)c1ccc2ccccc2c1,x,x,u,3%
COc1cccc(C2/C(=C(/O)c3cnn(-c4ccccc4)c3C)C(=O)C(=O)N2CCN(C)C)c1OC (stereo not given),-2,-16%,12,-15%
Cc1ccccc1CN(CC(=O)Nc1cccc([N+](=O)[O-])c1)S(=O)(=O)c1ccc(Cl)cc1,11,x,-22,-6%
CCN(CC)CCOC(=O)c1ccc(NC(=O)CNC(=O)C2CCCCC2)cc1,x,x,u,3%
CCCC(=O)NC(c1ccccc1Cl)c1c(O)ccc2ccccc12 (stereo not given),x,x,0,-2%
N#Cc1c(SCC(=O)O)nc(-c2ccccc2)c2c1CCCC2,u,-8%,30,-4%
Cc1csc(NC(=O)c2cnccn2)n1,4,-8%,u,2%
NC(=O)C1CCN(CCC(=O)Nc2ccc3c(c2)CCC3)CC1,7,x,-23,4%
COc1ccc(CC(=O)NC(C)c2nnc(SCC(=O)c3ccc(Br)cc3)n2C)cc1 (stereo not given),10,-4%,u,-11%
Cc1ccc(NC(=S)N2CCN(C3CCCCC3)CC2)cc1,-6,6%,3,-1%
O=C(COC(=O)CNC(=O)C12CC3CC(CC(C3)C1)C2)NC1CCS(=O)(=O)C1 (stereo not given),x,x,u,1%
Cc1noc(NS(=O)(=O)c2ccc(NC(=O)Nc3ccc(Cl)c(Cl)c3)cc2)c1C,-2,-22%,u,-14%
O=C(NCc1ccc(F)cc1)C(=O)NCC1OCCN1C(=O)c1ccc(Cl)cc1 (stereo not given),x,x,173,0%
COc1cccc(-c2noc(N)c2C#N)c1,10,4%,-22,-14%
CCOc1ccc(C(O)c2nccn2C)cc1 (stereo not given),2,15%,27,-8%
Cc1nnc(NC(=O)c2cccc(NC(=O)C(C)C)c2)s1,-2,-4%,11,2%
CCOC(=O)C1CCN(c2c(NCCCN(C)C3CCCCC3)c(=O)c2=O)CC1,5,x,-10,4%
O=C(Nc1nnc(SCc2cccc3ccccc23)s1)C1COc2ccccc2O1 (stereo not given),-13,x,16,0%
O=C(CSc1nnc(-c2cccnc2)o1)Nc1ccccn1,5,4%,-17,-3%
Cc1oc(/C=N/NS(=O)(=O)c2ccccc2)cc1Br,x,x,u,-2%
CSc1nnc(Cn2c(=O)sc3ccccc32)n1CCc1ccccc1,10,1%,1,-2%
Cc1cccc(CCNC(=O)CCc2nc(-c3ccccc3F)no2)c1,6,1%,19,1%
CCn1c(=O)cc(SCC(=O)Nc2ccc3c(c2)OCO3)c2ccccc21,-6,-2%,u,9%
CC1CC(C)CN(C(=O)CSc2nnc(-c3ccc(Cl)cc3)o2)C1 (stereo not given),3,1%,21,-3%
CCN(C(=O)c1ccnc(C(C)(C)C)c1)c1ccccc1,3,2%,17,-4%
COc1ccccc1Nc1ncnc2c1oc1ccccc12,2,0%,53,-8%
O=C(Nc1ccc(N2CCN(C(=O)c3ccco3)CC2)cc1)c1cccc(F)c1,4,1%,-23,-7%
CCOC(=O)C(C)n1nc(C)c2sc3ccccc3c2c1=O (stereo not given),0,-5%,-16,3%
O=C(c1ccc(Cl)cc1)c1cc(-c2ccccn2)c(N2CCOCC2)s1,-2,x,104,-7%
O=C(Cn1cnc2ccccc2c1=O)Nc1ccc2c(c1)OCO2,x,x,-12,-1%
COCCCNC(=O)Nc1ccc2c(c1)N(C)C(=O)CS2,5,-2%,35,8%
CCOC(=O)C1=C(C)NC(=S)NC1c1cccc(O)c1 (stereo not given),-3,8%,x,2%
FC(F)(F)c1cc(-c2cccs2)nc2cc(-c3ccccc3)nn12,x,x,18,1%
Cc1ccc(C(=O)N/C(=C\c2cccs2)C(=O)NCc2cccnc2)cc1,x,x,-20,0%
CC1=C(C(=O)Nc2ccc(C)cc2)C(c2cccs2)NC(=S)N1 (stereo not given),x,x,24,-5%
CCn1c(CN2CCN(c3ccc(Cl)cc3)CC2)nc2ccccc21,9,x,-11,-7%
COc1ccc2[nH]c(=O)c(CN(C(=O)c3ccco3)C3CCCCC3)cc2c1,5,0%,-21,-9%
CCCc1ccc(OCc2ccc(C(=O)OC)o2)c(OC)c1,4,-6%,20,-5%
CCn1cc([N+](=O)[O-])c(C(=O)N2N=C(c3cccc4ccccc34)CC2c2ccccc2O)n1 (stereo not given),6,x,-10,-7%
O=Cc1cnc(N2CCOCC2)nc1,5,x,32,6%
CCC(CC)c1nnc(NC(=O)CCCN2C(=O)c3ccccc3C2=O)s1,2,-6%,u,-1%
O=C(CSc1nnc2ccccn12)Nc1cccc(-c2nc3ccccc3s2)c1,x,x,37,-3%
CCc1ccc[n+](-c2[nH]c(=O)sc2/C=N/NC([S-])=Nc2ccccc2)c1,2,x,-25,2%
CCCNC(=O)c1ccccc1NC(=O)Nc1ccccc1C,-1,-5%,u,3%
CC1=C[C@H]2Cc3cc(C)cc(C)c3S(=O)(=O)[C@@H]2C=C1,x,x,28,-4%
COc1ccccc1CCn1c(=O)c(-c2ccc(F)cc2)nc2cncnc21,x,5%,x,3%
Cc1nc(N2CCN(Cc3nc4ccccc4[nH]3)CC2)c2oc3ccccc3c2n1,7,36%[activator],-10,0%
CC(=O)Nc1ccc(NC(=O)C(Cc2ccccc2)NC(=O)C2CCC(C)CC2)cc1 (stereo not given),-4,x,27,2%
O=[N+]([O-])c1cc2oc3c(c2c(C=NCc2ccncc2)c1O)CCCC3,x,x,3,-6%
Cc1nc2ccc(S(=O)(=O)Nc3ccc(-c4nc5cccnc5s4)cc3)cc2s1,x,x,34,-1%
COC(=O)N/N=C/c1cc(Cl)c(OCc2ccc(F)cc2)c(OC)c1,x,x,-87*,-1%
O=C(N1CCOCC1)N1CCN(Cc2ccccc2)CC1,-1,-2%,39,-7%
N/C(=N/O)c1nc(N2CCCCC2)nc(N2CCCCC2)n1,9,x,232,2%
Cc1ccc(C2=N/C(=C\c3cccnc3)C(=O)O2)cc1,x,x,-6,-2%
Cc1occc1C(=O)NNC(=S)Nc1cccc([N+](=O)[O-])c1,-16,0%,u,-7%
COC(=O)c1ccc(C(=O)OC)c(NC(=O)N2c3ccccc3Sc3ccccc32)c1,4,-10%,u,-1%
c1ccc(-n2ncc3c(NCCN4CCOCC4)ncnc32)cc1,-6,-4%,13,0%
COc1ccccc1C1C=C(c2ccc(C)cc2)Nc2nnnn21 (stereo not given),-7,-11%,-8,-3%
CCn1c(SCC(=O)c2c[nH]c3ccccc23)nc2cc(S(=O)(=O)N3CCOCC3)ccc21,x,x,-17,1%
Cc1ccc(S(=O)(=O)N2CCSC2c2ccco2)cc1 (stereo not given),3,-10%,-23,-5%

# The final 2 records of the part before open the next one.
SMILES,IMPase cell inh,15-hLO-2 inh,PNC assembly inh,12-hLO inh
CCn1c(SCC(=O)c2c[nH]c3ccccc23)nc2cc(S(=O)(=O)N3CCOCC3)ccc21,x,x,-17,1%
Cc1ccc(S(=O)(=O)N2CCSC2c2ccco2)cc1 (stereo not given),3,-10%,-23,-5%
O=C(c1ccccc1)N(Cc1ccc(F)cc1)Cc1nc2ccccc2c(=O)[nH]1,2,x,u,2%
O=C1CCCC2CCCCN12 (stereo not given),x,3%[0.0915 µM],x,4%[0.00818 µM]
COC(=O)c1ccccc1NC(=O)COC(C)=O,0,1%,18,-6%
CCOC(=O)CN1NC2(CCC(C(C)(C)C)CC2)NC1=S (stereo not given),-1,u,18,u
O/N=C1\CC/C(=N\O)c2nn(-c3ccc(Cl)cc3Cl)nc21,-1,4%,-5,-7%
CCN1CCN(c2ncnc3sc(C(=O)Nc4ccccc4F)c(C)c23)CC1,6,4%,-24,1%
CC(=O)Nc1ccc(S(=O)(=O)N2CCN(c3cc4c(cc3[N+](=O)[O-])n(C)c(=O)n4C)CC2)cc1,7,-7%,u,-3%
Cc1ccc(NC(=O)C(Cc2ccccc2)N2C(=O)C3C4CCC(C4)C3C2=O)cc1Cl (stereo not given),-1,7%,u,1%
Cc1nn(C)c(C)c1NC(=O)CCCSc1nc(-c2ccco2)cc(C(F)(F)F)n1,6,x,u,-3%
O=C(N/N=C/c1c[nH]c2ccc(Br)cc12)c1ccn(Cc2ccc(Cl)cc2)n1,-1,1%,-18,-8%
O=C(NC1CCCC1)C(c1ccccc1)N(C(=O)c1ccno1)c1ccccc1 (stereo not given),5,x,u,3%
O=c1c(Br)c(N2CCCC2)cnn1-c1ccccc1,x,x,29,-1%
Clc1cccc(CN2CCC(Cc3ccccc3)CC2)c1,3,60%[activator],-11,-15%
O=C(COC(=O)Cc1ccccc1F)Nc1ccc(SC(F)F)cc1,x,x,-2,-1%
CC(C)CC1(C(=O)NCC2CC2)C=CCN1C(=O)c1ccccc1 (stereo not given),x,7%,x,-7%
CCN(CC)C(=O)CSc1ncnc2c1cnn2Cc1ccccc1,10,5%,3,2%
CCC(C)c1ccc(NC(=O)C2CCN(c3ccc(C(F)(F)F)cn3)CC2)cc1 (stereo not given),3,x,u,-2%
COc1ccc(C2=Nc3cc(C)ccc3OC2)cc1,1,-21%,32,u
Cc1ccc(/C=N/NC(=O)CSc2nc3nc(C)cc(C)n3n2)cc1,0,-3%,u,2%
CCOc1ccc(OCCOCCOc2ccccc2Cl)cc1,x,x,34,-1%

# Retrieved by compound from above (4):
SMILES,IMPase cell inh,15-hLO-2 inh,PNC assembly inh,12-hLO inh
CCC(C)c1ccc(NC(=O)C2CCN(c3ccc(C(F)(F)F)cn3)CC2)cc1 (stereo not given),3,x,u,-2%
Cc1ccc(/C=N/NC(=O)CSc2nc3nc(C)cc(C)n3n2)cc1,0,-3%,u,2%
COC(=O)c1ccccc1NC(=O)COC(C)=O,0,1%,18,-6%
O=C(NC1CCCC1)C(c1ccccc1)N(C(=O)c1ccno1)c1ccccc1 (stereo not given),5,x,u,3%

# Carrying on.
SMILES,IMPase cell inh,15-hLO-2 inh,PNC assembly inh,12-hLO inh
CC(=O)Nc1ccc(S(=O)(=O)N2CCN(C3CCCCCCC3)CC2)cc1,-10,20%,-9,-3%
CCC12CN(S(=O)(=O)c3ccc(C)cc3)CC(CC)(CN(S(=O)(=O)c3ccc(C)cc3)C1)C2=O,2,-6%,-2,-2%
O=C1C(NS(=O)(=O)c2cccs2)=C(N2CCN(c3cccc(Cl)c3)CC2)C(=O)c2ccccc21,5,-18%,-12,-5%
COC(=O)c1ccccc1NC(=O)COC(=O)c1ccco1,-10,-2%,-1,-1%
CN1CCN(CC(O)COc2ccc(Cl)cc2)CC1 (stereo not given),6,6%,28,5%
O=C(Nc1ccccc1)C1CC2CCCC(C1)C2=O (stereo not given),-2,2%,9,6%
CC1Cc2nc(SCC(=O)NCCc3ccccc3)n(C)c(=O)c2S1 (stereo not given),-10,x,24,0%
O=C(c1ccccn1)N(Cc1cc2ccccc2[nH]c1=O)C1CCCCC1,-7,-4%,22,-5%
Cc1ccc(C(=O)Nc2cc([N+](=O)[O-])ccc2F)s1,x,x,-11,-1%
O=C(COC(=O)c1ccccc1C(=O)c1ccccc1)NCCc1ccccc1,-4,x,u,1%
Cc1nnc(SCC(=O)NCc2ccccc2)[nH]c1=O,-2,-4%,-25,-8%
O=C(CCn1cccc1)Nc1cccc(F)c1,0,8%,-3,1%
O=C(NCC1CCCO1)c1onc(CSc2ccccc2)c1C(=O)O (stereo not given),-9,-4%,97,-1%
CC(C)(C)SCCNC(=O)CN(c1ccc(F)c(Cl)c1)S(C)(=O)=O,0,-2%,11,-2%
COC(=O)[C@@]1(Cc2ccc(F)cc2)[C@@H]2C(=CC(=O)[C@H]2CC(=O)C(=O)N(C)C)CN1C(=O)c1ccccc1,x,-3%,x,-2%
O=C(Cn1cc(SCc2ccc(F)cc2)c2ccccc21)N1CCOCC1,21,x,u,-5%
